Bioassay records (PubChem BioAssay)
HKDC1 inh – HKDC1 hexokinase inhibitors, primary screen, biochemical, fluorescence, uHTS | Q2TB90 | recombinant HKDC1, G6PDH/diaphorase resazurin coupled fluorescence | inhibition, % at 20 µM | 340,000 compounds, 0.16% hits | AID 493160, 2011;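 active means inhibition above about 35% when tested at 20 µM, limit read from the data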;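 further: plate controls were DMSO wells with enzyme for no effect and DMSO wells lacking enzyme for full effect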
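Material – in-house recombinant HK5 (HKDC1) enzyme · Quantity – HKDC1 at 5 µg/mL · Buffer or medium – pH 8.0 Tris buffer with 10 mM MgCl2 · Reagent – glucose with 1 mM ATP · Dosing – single 20 µM dose · Times – reaction time 90 min, room temperature, protected from light · Technique – resorufin fluorescence at 613 nm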
SENP1 inh – human SENP1 catalytic domain inhibitors, primary screen, biochemical, FRET, uHTS | inhibition, % at 10 µM | 360,000 compounds, 0.21% hits | recombinant SENP1 catalytic domain, CyPet-SUMO1-YPet FRET cleavage | AID 624204, 2012 | Sentrin-specific protease 1 (Homo sapiens), Q9P0U3;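 active means inhibition at least 30% at 10 µM, raw YFP signal under a set limit, fluorescence ratio 0.5 to 1.5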;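 further: 0% = enzyme with DMSO and 100% = no enzyme wells; some results filed as inactive read as strong as hits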
Target sequence (Q9P0U3 419-644 limits assumed): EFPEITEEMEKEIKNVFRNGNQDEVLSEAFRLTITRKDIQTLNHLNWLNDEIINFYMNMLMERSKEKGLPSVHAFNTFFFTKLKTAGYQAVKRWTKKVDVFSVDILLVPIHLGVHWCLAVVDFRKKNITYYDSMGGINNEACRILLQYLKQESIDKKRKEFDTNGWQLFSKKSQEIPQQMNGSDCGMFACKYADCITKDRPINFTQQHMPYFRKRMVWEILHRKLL
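Test system: recombinant human SENP1 catalytic domain, His6-tagged / Medium: pH 8 Tris buffer with EDTA, NaCl, BME, BSA, NP40, catalase / Also added: SUMO1 FRET substrate flanked by Cypet and Ypet, 25 nM / Times: 50 min reaction at room temperature / Signal: FRET, CFP and YFP emission / Control set: no-enzyme low control and enzyme-plus-DMSO high control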
UBC13 inh – UBC13 polyubiquitin chain formation inhibitors, primary screen, biochemical, TR-FRET, uHTS; inhibition, % at 20 µM; 330,000 compounds, 0.47% hits; AID 485273, 2010; in the data active means inhibition above about 45%, passing the limit was not always enough
Target sequence (P61088 whole entry, looked up): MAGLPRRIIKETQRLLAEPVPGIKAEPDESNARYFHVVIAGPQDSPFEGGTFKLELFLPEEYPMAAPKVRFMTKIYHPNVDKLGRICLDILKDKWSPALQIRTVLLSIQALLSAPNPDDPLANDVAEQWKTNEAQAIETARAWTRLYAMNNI
SENP7 block – SENP7 protease inhibitors, primary screen, biochemical, luminescence, uHTS; Sentrin-specific protease 7 (Homo sapiens), Q9BQF6; recombinant SENP7, Z-RLRGG-aminoluciferin luminescence, 40 min; inhibition, % at 5 µM; 330,000 compounds, 1.5% hits; AID 434973, 2010;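 active means inhibition above about 50% at the single test dose, limit read from the data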;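 further: plate controls were DMSO with enzyme for no effect and no enzyme buffer wells for full effect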
Target sequence (Q9BQF6 706-1050 limits assumed): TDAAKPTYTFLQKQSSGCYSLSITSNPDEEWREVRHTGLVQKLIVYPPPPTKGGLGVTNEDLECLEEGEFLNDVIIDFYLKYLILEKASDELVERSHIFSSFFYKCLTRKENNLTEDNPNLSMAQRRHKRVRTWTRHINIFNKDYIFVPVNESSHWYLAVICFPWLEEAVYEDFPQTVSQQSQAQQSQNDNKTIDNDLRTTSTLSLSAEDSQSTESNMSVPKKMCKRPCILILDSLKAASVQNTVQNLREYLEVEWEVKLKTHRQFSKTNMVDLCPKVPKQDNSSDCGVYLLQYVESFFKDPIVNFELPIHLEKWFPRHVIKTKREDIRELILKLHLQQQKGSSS
PfG6PD inh – PfG6PD enzyme inhibitors, primary screen, biochemical, fluorescence intensity, uHTS; PfGluPho enzyme, NADPH resazurin-diaphorase fluorescence; inhibition, % at 20 µM; 350,000 compounds, 0.78% hits;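 active means inhibition reaching at least a set limit at 20 µM in the primary screen, cut at about 59% in these data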;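 further: 0% = DMSO wells with substrate and 100% = DMSO wells lacking glucose-6-phosphate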
beta cell repl – inducers of MIN6 beta-cell proliferation, primary screen, ATP luminescence, uHTS. MIN6 cells proliferation, ATPlite luminescence, 48 h; cells starved in 0.2% serum; 100% = growth in 10% serum. proliferation, % at 10 µM. 330,000 compounds, 0.29% hits;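 active means compounds whose signal lies at least 3.5 SD above the mean of all wells on their plate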;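 further: 0% = DMSO-treated cells in low-serum medium and 100% = 10% serum control; some compounds called inactive have numbers as strong as hits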
SENP8 block-1 – human SENP8 protease inhibitors, primary screen, biochemical, fluorescence, Nedd8 protein substrate, uHTS; Sentrin-specific protease 8 (Homo sapiens), Q96LD8; recombinant SENP8; inhibition, % at 20 µM; 360,000 compounds, 0.64% hits; AID 602440, 2012; in the data active means inhibition mostly above about 40%, no sharp cut-off; inactive means mostly below about 27%
Target sequence (Q96LD8 whole entry, looked up): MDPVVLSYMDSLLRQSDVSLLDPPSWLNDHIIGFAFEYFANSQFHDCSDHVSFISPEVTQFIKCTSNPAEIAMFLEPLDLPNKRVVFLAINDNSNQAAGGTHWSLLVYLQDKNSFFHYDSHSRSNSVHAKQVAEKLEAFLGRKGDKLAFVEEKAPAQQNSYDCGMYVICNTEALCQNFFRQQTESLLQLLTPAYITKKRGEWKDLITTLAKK
SENP6 block – SENP6 protease inhibitors, primary screen, biochemical, luminescence, uHTS; Sentrin-specific protease 6 (Homo sapiens), Q9GZR1; Recombinant SENP6 catalytic domain, aminoluciferin luminescence; inhibition, % at 10 µM; 330,000 compounds, 1.8% hits;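 active means inhibition above about 50% at the single tested dose, limit read from the data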;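 further: plate controls were DMSO wells with enzyme for no effect and DMSO wells lacking enzyme for full effect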
SENP8 block-2 – SENP8 protease inhibitors, primary screen, biochemical, luminescence; Sentrin-specific protease 8 (Homo sapiens), Q96LD8; purified SENP8, Z-RLRGG-aminoluciferin cleavage; inhibition, % at 10 µM; 330,000 compounds, 1.2% hits; AID 2540, 2010; in the data active means inhibition above about 50%
* hit, by the source's call; · = no result given.

SMILES | HKDC1 inh | SENP1 inh | UBC13 inh | SENP7 block | PfG6PD inh | beta cell repl | SENP8 block-1 | SENP6 block | SENP8 block-2
O=C(CC1SC(N2CCCC2)=NC1=O)Nc1ccc(C(=O)N2CCN(c3cccc(Cl)c3)CC2)cc1 (stereo not given) | 9 | 1 | 9 | -7 | 14 | 0 | 8 | 1 | -8
CN(C(=O)COc1ccccc1)c1nnc(-c2ccncc2)s1 | -7 | 2 | 5 | 7 | 2 | 4 | -368 | -12 | -2
CC(=O)c1cccc(NC(=O)CCCNC(=O)c2ccc(Cl)cc2)c1 | -4 | 1 | 7 | 4 | -4 | -3 | -4 | -20 | -3
Fc1cccc(CCN2CCN=C2Nc2ccccc2)c1 | -4 | 2 | 4 | 11 | -8 | -2 | 15 | -2 | -1
NC(=O)c1ccsc1N | · | · | -2 | 3 | · | -4 | · | -6 | -5
COc1cc(OC)c(OC)cc1CN1CCCC(C(=O)c2ccc3c(c2)OCO3)C1 (stereo not given) | -14 | 1 | 8 | 2 | 15 | -1 | -12 | 5 | 2
Cc1ccc(C)c(NC(=O)C(OC(=O)c2cc[n+]([O-])cc2)c2ccccc2)c1 (stereo not given) | 3 | 1 | -2 | 2 | 11 | 0 | 0 | 7 | -2
COc1cccc(C(CC(=O)Nc2cccc3ccccc23)NC(=O)c2ccccc2)c1 (stereo not given) | -9 | 1 | 5 | -4 | -3 | -4 | 13 | -4 | 5
Cc1ccc(-n2ncc3c(=O)[nH]c(SCC(=O)N4CCN(c5ccccc5)CC4)nc32)cc1 | -7 | -3 | 0 | 1 | -4 | 0 | 20 | -6 | -1
COc1ccc(OC)c(NC(=O)CSc2nc(=O)n(Cc3ccccn3)c3c2CCC3)c1 | -3 | 1 | -2 | -5 | 7 | 6 | 8 | -14 | -17
CN(C(=O)CC1C(=O)NCCN1Cc1ccccc1C(F)(F)F)C1CCOCC1 (stereo not given) | 1 | -14 | 1 | 16 | -15 | -1 | -64 | 12 | -6
Cc1ccc(OCC(=O)Nc2ccc3c(c2)OCO3)c([N+](=O)[O-])n1 | -6 | 0 | -10 | -1 | 16 | -1 | 9 | -10 | -19
COc1cccc(C(C#N)NCCCNC(C#N)c2cccc(OC)c2OC)c1OC (stereo not given) | -1 | 0 | · | · | 1 | · | -7 | · | ·
CCNC(=S)N/N=C(\C)c1ccc(Cl)s1 | 6 | 1 | 0 | 1 | 5 | -1 | 10 | -2 | -1
O=C1CSC(c2ccccn2)N1c1ccc(Br)cc1 (stereo not given) | -5 | 3 | 0 | 0 | -6 | -1 | 12 | -5 | 4
C=CCn1c(CSc2nc3ccccc3s2)nnc1SCC(=O)NCc1ccco1 | 1 | -2 | 0 | 3 | 7 | -2 | 16 | -3 | 3
CC1(C)Cc2c(c(-c3ccccc3)nc(N3CCCC3)c2C(N)=O)CO1 | -2 | -6 | 13 | 8 | -15 | -1 | -296 | -8 | 0
Cc1ccc(NC(=O)Nc2ccc3c(c2)N(C)C(=O)CS3)nc1 | 1 | 4 | -1 | 9 | 1 | -4 | 12 | -16 | -11
N#CCC(=O)N1CCCCCC1 | -12 | 3 | 9 | 0 | 9 | 0 | 4 | 2 | -1
C/C=C/c1ccc(OCCN2CCc3ccccc3C2)c(OC)c1 | 15 | 2 | 2 | 7 | 16 | 0 | 11 | -6 | 0

Brought forward from above: 4 compounds; new compounds follow.
SMILES | HKDC1 inh | SENP1 inh | UBC13 inh | SENP7 block | PfG6PD inh | beta cell repl | SENP8 block-1 | SENP6 block | SENP8 block-2
CC1(C)Cc2c(c(-c3ccccc3)nc(N3CCCC3)c2C(N)=O)CO1 | -2 | -6 | 13 | 8 | -15 | -1 | -296 | -8 | 0
Cc1ccc(NC(=O)Nc2ccc3c(c2)N(C)C(=O)CS3)nc1 | 1 | 4 | -1 | 9 | 1 | -4 | 12 | -16 | -11
N#CCC(=O)N1CCCCCC1 | -12 | 3 | 9 | 0 | 9 | 0 | 4 | 2 | -1
C/C=C/c1ccc(OCCN2CCc3ccccc3C2)c(OC)c1 | 15 | 2 | 2 | 7 | 16 | 0 | 11 | -6 | 0
C/C(=N\Nc1ccccc1C(=O)O)c1ccncc1 | 9 | 0 | -8 | 52* | -2 | -1 | 5 | 72* | 52*
O=C1C(=O)N(CCCc2ccccc2)c2ccccc21 | 9 | -1 | -21 | 1 | 14 | -6 | -41 | -4 | -5
Cc1nc(C(=O)O)sc1C1(C)CC(c2cccc([N+](=O)[O-])c2)=NO1 (stereo not given) | -3 | 2 | 2 | 0 | -2 | -2 | 11 | -7 | -1
O=C(Nc1ccc(S(=O)(=O)NCc2ccco2)cc1)c1cccc(F)c1 | -3 | -3 | 4 | 2 | -3 | 7 | 2 | 6 | -2
COc1ccc(-c2cc(C(=O)NN)n(-c3ccccc3)n2)cc1 | 0 | -1 | -7 | 10 | 0 | 1 | -7 | -8 | -6
CCN(CC(=O)Nc1cc(Cl)ccc1C)C(=O)CSCc1c(C)noc1C | -2 | -4 | -4 | 8 | 21 | 2 | 6 | -19 | 1
COc1ccc(CCC(=O)Nc2ccc3c(c2)OCCO3)cc1 | 0 | 0 | 3 | 6 | 5 | 1 | 21 | -5 | -1
CCOc1ccc(NC(=O)CNS(=O)(=O)c2c(C)cc(C)cc2C)cc1 | -3 | 3 | 4 | 3 | 8 | -4 | 4 | -10 | -2
CCOC(=O)c1c(NC(=O)CC)sc(C(=O)N2CCCCC2)c1C | -3 | 2 | 2 | 1 | -15 | -1 | 4 | -1 | 1
CC(=O)Nc1cccc2c1C(=O)N(c1cccc(OC(C)=O)c1)C2=O | 8 | -3 | -13 | -2 | -13 | -3 | -5 | -13 | -2
CCN(CC)S(=O)(=O)c1ccc2c(c1)N(CC(=O)N1CCCC1)C(=O)CO2 | 4 | -1 | 13 | 1 | -12 | 3 | 21 | 4 | -3
CCn1c(Cn2nnc(-c3ccccc3)n2)nnc1SCC(=O)N1CCOCC1 | 0 | 2 | -14 | -9 | -22 | -3 | 17 | 1 | -9
O=C(CCCNC(=O)c1ccc(Cl)cc1)Nc1ccc(F)c(S(=O)(=O)N2CCOCC2)c1 | 0 | -2 | 7 | 9 | -13 | -2 | -9 | -10 | -8
COc1ccc2c(c1)c(=O)oc1c(C)c(OCc3cc(C(=O)O)oc3C)ccc12 | 79* | -5 | 3 | 2 | -17 | -2 | -371 | 11 | 8
COc1ccc(S(=O)(=O)N/N=C\c2ccc3c(c2)OCO3)c(OC)c1 | 6 | 2 | 0 | 4 | -12 | -2 | 2 | -5 | 0
Cc1cc(C)c(C)c(S(=O)(=O)N2CCCCC2C(=O)O)c1C (stereo not given) | 1 | 1 | -4 | -4 | 32 | -2 | 0 | 2 | 3
CSc1ccc(C(=O)/C=C/c2ccc(N)cc2)cc1 | -6 | -1 | -16 | 56* | 14 | -6 | 11 | 71* | 28
COc1ccccc1N1CCN(C2CCCN(S(=O)(=O)c3ccc(C)cc3)C2)CC1 (stereo not given) | 5 | 3 | 4 | 1 | 5 | -2 | -2 | 1 | -4
CCc1cc(-c2ccc3c(c2)COc2c4ccccc4nn2-3)on1 | -4 | -3 | 8 | 48 | 6 | -3 | -428 | 81* | 89*
COc1ccc(C(=O)Nc2ccc3nc(N4CCOCC4)sc3c2)cc1OC | -1 | 0 | 1 | 6 | 7 | 1 | -14 | 2 | 0
O=C(Nc1ccccc1)c1cnc2ccccc2n1 | 9 | 4 | -1 | 23 | 8 | 4 | 12 | 32 | -5
Cc1cc(C)c[n+](CC(=O)c2ccc(NC(=O)c3ccccc3)cc2)c1 | -5 | 0 | 6 | 3 | 18 | 0 | 4 | 12 | -4
COc1ccc(N=C2SC(CC(=O)Nc3ccccc3)C(=O)N2CCN2CCOCC2)cc1 (stereo not given) | -2 | 1 | 10 | -7 | 9 | 3 | 15 | -15 | -6
CC1CCCCC1NC(=O)Cn1nnc(-c2ccc(Cl)cc2)n1 (stereo not given) | -15 | 4 | -8 | -2 | -1 | -2 | 18 | -14 | 2
COc1cc(C)c(S(=O)(=O)NOCc2ccccc2)c(C)c1C | -1 | 1 | -3 | 4 | -4 | -4 | 7 | -11 | -3
CCOC(=O)CC(NC(=O)Cn1nnc(-c2ccccc2F)n1)c1ccc(OC)cc1 (stereo not given) | -2 | -2 | -3 | -1 | -16 | -2 | 17 | 4 | -1
CCOC(=O)NC(=O)/C(C#N)=C/c1ccc(N(C)C)cc1 | 0 | -39 | -205 | -5 | 0 | -1 | 27 | -2 | 0
O=C(CN1CCN(c2ccc(Cl)cc2[N+](=O)[O-])CC1)N1CCOCC1 | 2 | 0 | -7 | 0 | -3 | -2 | 16 | -41 | 8
O=C(O)c1cc([N+](=O)[O-])cc([N+](=O)[O-])c1N1CCN(c2cccc(C(F)(F)F)c2)CC1 | 2 | 1 | -11 | 10 | -4 | 0 | 18 | 0 | 2

An excerpt from above, limited to SENP1 inh and SENP8 block-2.
canonical_smiles,SENP1 inh,SENP8 block-2
O=C(Nc1ccccc1)c1cnc2ccccc2n1,4,-5
Cc1cc(C)c[n+](CC(=O)c2ccc(NC(=O)c3ccccc3)cc2)c1,0,-4
COc1ccc(N=C2SC(CC(=O)Nc3ccccc3)C(=O)N2CCN2CCOCC2)cc1 (stereo not given),1,-6
CC1CCCCC1NC(=O)Cn1nnc(-c2ccc(Cl)cc2)n1 (stereo not given),4,2
COc1cc(C)c(S(=O)(=O)NOCc2ccccc2)c(C)c1C,1,-3
CCOC(=O)CC(NC(=O)Cn1nnc(-c2ccccc2F)n1)c1ccc(OC)cc1 (stereo not given),-2,-1
